HEK293 NOD2/NF-kB = NOD2 signaling inhibitors, cell-based, luminescence, uHTS, HEK293 (AID 1566) | HEK293 NOD2/NF-kB luciferase reporter, luminescence; higher % means a stronger effect | hit rate 0.63% among 290,000 | inhibition, % at 4 µM; hits with a dose series show EC50 in µM; also: many of its hits are not listed in these tables
AID2073 = inhibitors of Mint1-CaV2.2 protein interaction, biochemical, HTRF (AID 2073); HTRF protein-protein interaction, Mint1-CaV2.2; higher % means a stronger effect; one-dose inhibition, % at 20 µM; IC50 in µM for titrated hits; hit rate 0.19% among 290,000; in the data active = inhibition mostly above about 51%, no sharp cut-off; inconclusive = no clear call, values can overlap the other calls; inactive = mostly below about 53%; also: some results filed as inactive read as strong as hits
SIAH1 antagonists = Siah-1 peptide-binding antagonists, primary screen, biochemical, fluorescence polarization, rhodamine-plectin, uHTS (AID 1817) | Siah-1 / rhodamine-plectin peptide fluorescence polarization; higher % means a stronger effect | hit rate 0.02% among 290,000 | displacement, % at 20 µM; hits with a dose series show IC50 in µM | E3 ubiquitin-protein ligase SIAH1 (Homo sapiens);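 active = displacement of at least 50% at 20 µM, with a fluorescence ratio check between 0.3 and a set limit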;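 also: plate controls were Siah plus tracer with DMSO for no effect and tracer alone without Siah for full effect; strong numbers were not always called active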
LYP inhibition = inhibitors of LYP phosphatase, biochemical, fluorescence intensity, uHTS (AID 1779); recombinant LYP phosphatase, fluorescence intensity; higher % means a stronger effect; hit rate 0.054% among 290,000; Tyrosine-protein phosphatase non-receptor type 22 (Homo sapiens); inhibition, % at 11.5 µM; hits with a dose series show IC50 in µM;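 also: plate controls were vehicle with enzyme for no effect and no enzyme for full effect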
ER stress rescue = rescue of cells from ER stress-induced death, primary screen, 384-well, CSM14.1, thapsigargin, ATP luminescence (AID 1222). CSM14.1 thapsigargin-induced death rescue, ATP luminescence; higher % means a stronger effect. cellular ATP content (survival), % at 20 µM; hits with a dose series show EC50 in µM. 190,000 tested, under 10 active;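 active = EC50 below 50 µM in the dose-response confirmation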;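 also: death triggered by thapsigargin at about 15 µM added after 2 h compound pretreatment; cell ATP read after overnight thapsigargin exposure of roughly 18 to 22 hours; normalized against plate controls of thapsigargin alone and 5% DMSO vehicle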
Hep lipid drop = inhibitors of hepatocyte lipid droplet formation, primary screen, imaging, high-throughput imaging, BODIPY stain; AML12 mouse hepatocytes, oleate lipid droplets; inhibition, % at 6.5 µM; hit rate 0.4% among 240,000;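 active = lipid droplet intensity inhibited by at least 50%, with more than 500 cells counted; inconclusive = wells with under 300 cells, treated as cytotoxic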
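Test system: AML12 hepatocytes (mouse); reagent: oleate loading, 100 µM; dosing: one dose, 6.5 µM compound; incubation: overnight exposure; signal: fluorescence imaging, 20x objective, two fields per well; read-out basis: % inhibition of corrected integrated BODIPY droplet signal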
M17LAP inhibition = P. falciparum M17LAP inhibitors, primary screen, biochemical, fluorogenic H-Leu-NHMec substrate, 1536-well (AID 1619); Leucine aminopeptidase (Plasmodium falciparum (isolate 3D7)); recombinant M17LAP, H-Leu-NHMec fluorogenic kinetic assay; higher % means a stronger effect; one-dose inhibition, % at 30 µM; IC50 in µM for titrated hits; hit rate 0.38% among 220,000;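 active = compound inhibiting the enzyme by more than half at any dose during confirmatory dose-response retesting; inconclusive = strong single-dose inhibitors picked by rank but not retested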;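 also: plate controls were full reaction with DMSO carrier for no effect and no enzyme background for full effect; strong numbers were not always called active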
M1AAP inhibition = P. falciparum M1AAP inhibitors, biochemical, fluorogenic H-Leu-NHMec substrate, 1536-well (AID 1445). recombinant M1AAP, H-Leu-NHMec fluorogenic kinetic assay; higher % means a stronger effect. one-dose inhibition, % at 30 µM; IC50 in µM for titrated hits. hit rate 0.42% among 220,000;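 active = primary inhibition above the hit cutoff, then over 50% inhibition at one or more dose response concentrations, cut at about 23% in these data, passing the limit was not always enough; inconclusive = conflicting primary data, or primary hits not chosen for dose response; inactive = low primary inhibition, or under 50% at every dose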;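 also: plate controls were DMSO full reaction for no effect and no enzyme background for full effect; strong numbers were not always called active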
XIAP antagonists = XIAP antagonists, biochemical, IAP family, fluorescence polarization (AID 1018); displacement, % at 20 µM, or IC50 in µM where a hit was titrated; XIAP BIR domain, fluorescence polarization peptide displacement; higher % means a stronger effect; hit rate 0.007% among 200,000; in the data active = displacement above about 50%; also: a part of the inactive calls stands beside numbers as strong as those of hits
Hep lipid drop cells 6.5 µM = further read-out of Hep lipid drop, marked with its call; cell count; measured here: cell count, cytotoxicity flag;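 cells counted across two imaged fields per well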
* = called active by the depositor; i = inactive; u = inconclusive; x = no result given. Rule as the data show it, unless noted: active = inhibition above about 50%; inactive = the rest. The list is partial; count on the stated rates, not on these rows.

SMILES	HEK293 NOD2/NF-kB	AID2073	SIAH1 antagonists	LYP inhibition	ER stress rescue	Hep lipid drop	Hep lipid drop cells 6.5 µM	M17LAP inhibition	M1AAP inhibition	XIAP antagonists
COC(=O)C1=C(C)N(c2cc(Cl)cc(Cl)c2)C(=O)C1	3%	4%	0%	3%	0.7%	x	x	-4%	1%	-6.2%
Cc1cc(OC(C)C(=O)NCCCN2CCCC2=O)c2c(C)c(C)c(=O)oc2c1 (stereo unspecified)	1%	16%	0%	-18%	x	11	715	x	x	x
CCN(CC1CCCN(CCc2cccc(F)c2)C1)C(=O)c1ccc(CSC)o1 (stereo unspecified)	-11%	10%	2%	-8%	x	-13	819	x	x	x
Cc1cccc(NC(=O)c2onc3c2CCCC3)n1	-45%	6%	-6%	-9%	-13%	10	740	-5%	3%	0.6%
CCOC(=O)c1ccc(NC(=O)C(CC)(CC)C(=O)OCC)cc1	0%	-5%	-1%	-8%	-2.6%	9	773	10%	0%	-2.0%
COC(=O)Cn1c(O)c(N=NC(=O)CNC(=O)c2ccc3c(c2)OCCO3)c2ccccc21	14%	2%	-4%	-8%	x	-2	763	x	x	x
COc1ccc(CN(CC(=O)NCc2ccccc2)C(=O)CCC(=O)Nc2cc(C)ccn2)cc1	30%	5%	-2%	-8%	x	-6	807	x	x	x
CCc1ccccc1NC(=S)N(Cc1ccc(C(=O)O)cc1)Cc1ccc(OC)c(OC)c1	6%	-11%	-7%	-8%	-5.9%	-12	678	-3%	0%	-2.5%
Cc1cc(/C=N\O)c(C)n1-c1ccncc1	11%	-8%	4%	2%	0.9%	-2	754	10%	13%	-0.9%
CCCc1nnc(SCC(=O)N2CCOCC2)n1CCCOC	7%	0%	-6%	-11%	-1.2%	x	x	3%	-4%	0.8%
COC(=O)c1ccc(Oc2cc(C)nc(NCc3ccccc3)n2)cc1	22%	-1%	1%	-2%	3.3%	x	x	-1%	0%	-1.5%
CCCCC1CCC(C(=O)NCC(c2ccco2)N2CCOCC2)CC1 (stereo unspecified)	12%	6%	1%	-11%	x	3	679	x	x	x
CCOc1ccc(OCC)c(NC(=O)CN2CCN(c3cccc(C)c3)C(C)C2)c1 (stereo unspecified)	7%	-4%	6%	8%	-2.6%	x	x	6%	4%	-9.8%
COc1ccc(N(CC(=O)N/N=C(\C)c2ccc(C)cc2)S(=O)(=O)c2ccccc2)cc1	-4%	26%	-3%	-8%	x	x	x	x	x	x
CCCCc1cc(=O)oc2c(CN(C)C)c(O)ccc12	13%	33%	6%	-70%	-3.8%	-12	629	i	30µM*	4.0%
Cc1cc(NC(=O)CSc2nnnn2-c2ccc(F)cc2)no1	-5%	-2%	-1%	-8%	x	-3	803	x	x	x
O=c1[nH]cnc(O)c1C(c1ccc2c(c1)OCO2)c1c(O)nc[nH]c1=O	11%	4%	-2%	-10%	-0.8%	9	681	20%	-3%	-4.3%
CCN(CCn1cccn1)Cc1c(C(=O)N2CCCCCCC2)nc2ccc(Cl)cn12	19%	12%	-1%	-4%	0.2%	-2	752	9%	1%	4.4%
CCOC(=O)C1CCCN(Cc2cc(=O)oc3cc(C)c(C)cc23)C1 (stereo unspecified)	-10%	-2%	8%	-3%	-0.4%	-7	702	13%	8%	-12%
C=CCOc1ccc2c(OC)c3ccoc3nc2c1OC	17%	15%	-4%	-7%	-3.9%	-10	739	-89%	6%	1.8%
O=C1CCN(Cc2ccccc2)CCN1[C@H](CO)c1ccccc1	15%	0%	-3%	-9%	x	5	776	x	x	x
Cc1ccc(NC(=S)NCCc2ccccc2)c(C)c1	5%	-10%	-5%	-6%	-2.8%	16	717	5%	-2%	-6.8%
O=c1oc(-c2ccccc2NS(=O)(=O)c2ccc(Cl)cc2)nc2ccccc12	2%	14%	-1%	-1%	x	-4	693	12%	-3%	x
OC(c1ccccc1)(c1ccc(F)cc1)C(c1ccccc1)N1CCOCC1 (stereo unspecified)	14%	1%	5%	8%	0.0%	x	x	6%	3%	-4.4%
N#CCn1c(C2CCCCC2)nc2ccccc2c1=O	16%	u	-2%	-3%	-0.1%	x	x	16%	-12%	-3.6%

New compounds follow:
SMILES	HEK293 NOD2/NF-kB	AID2073	SIAH1 antagonists	LYP inhibition	ER stress rescue	Hep lipid drop	Hep lipid drop cells 6.5 µM	M17LAP inhibition	M1AAP inhibition	XIAP antagonists
Cc1c(NC(=O)CCCCCN2C(=O)c3ccccc3C2=O)c(=O)n(-c2ccccc2)n1C	6%	-4%	-8%	-6%	-3.4%	0	733	-7%	3%	-11%
O=C(Nc1ccccc1)/C(=C\c1ccc(F)cc1)NC(=O)c1ccco1	5%	-12%	4%	-8%	x	-14	818	x	x	x
CCN(CC)CCNC(=O)C(=O)Nc1cc2c3c(c1)CCN3C(=O)CC2	14%	10%	0%	-7%	x	17	709	x	x	x
CC(=O)C1=C(C)NC(=O)NC1c1ccccc1OCC(=O)NCCc1ccccc1 (stereo unspecified)	7%	5%	1%	-7%	-0.8%	5	834	3%	11%	-5.2%
Cc1ccc(N2C(=S)NC3c4ccccc4OC2(C)C3C(=O)N(C)C)cc1 (stereo unspecified)	5%	-8%	0%	-7%	-1.1%	-19	737	1%	3%	-8.1%
COc1ccc(-n2c(=S)[nH]c3cc(C(=O)Nc4ccc(OC)c(OC)c4)ccc3c2=O)cc1	10%	33%	2%	0%	-3.0%	9	691	0%	0%	-4.4%
Cc1ccc(C)c(N(C)S(=O)(=O)c2cccc3nsnc23)c1	3%	-6%	3%	-9%	1.7%	-8	721	6%	-1%	-2.9%
COCCN(C(=O)COC(=O)CCc1nc2ccccc2s1)c1c(N)n(Cc2ccccc2)c(=O)[nH]c1=O	2%	11%	-5%	-5%	x	5	846	x	x	x
O=C(Nc1ccccc1)Nc1sccc1-c1nc2ccccc2s1	12%	22%	-3%	0%	x	-23	649	-10%	5%	x
COc1ccc(C(=O)NCC(O)COc2ccc(C(C)(C)C)cc2)cc1[N+](=O)[O-] (stereo unspecified)	-4%	-1%	9%	-5%	-1.5%	-2	630	-3%	4%	-2.3%
CNC(=S)NNC(=O)CCn1nc(C)c(Br)c1C	15%	-23%	-1%	-2%	2.8%	-6	712	2%	3%	-1.5%
CCCn1c(N)c(N(CCOC)C(=O)c2ccccc2F)c(=O)[nH]c1=O	-19%	-12%	-3%	-14%	x	-3	828	x	x	x
CCCCOP(=O)(OCCCC)C1(NS(=O)(=O)c2ccccc2)C=CC(=O)c2ccccc21 (stereo unspecified)	12%	-8%	6%	-4%	-0.2%	x	x	1%	6%	-7.3%
O=C(O)c1cc2c(o1)CCC/C2=N\O	-2%	-5%	7%	-2%	2.4%	x	x	-9%	-9%	-0.5%
CCc1nnc(NC(=O)CCC(=O)NCCc2ccc(OC)c(OC)c2)s1	10%	16%	6%	-4%	-2.2%	6	617	-15%	3%	-5.1%
CCn1c(=O)c2ccccc2n(Cc2ccccc2C)c1=O	2%	-6%	13%	-9%	x	-3	812	x	x	x
O=C(O)CCCCCN1C(=O)C(=O)/C(=C(/O)c2ccccc2)C1c1ccccc1 (stereo unspecified)	7%	-1%	6%	-7%	-0.2%	x	x	11%	-8%	-5.0%
Cc1ccc(NC(=S)N/N=C2\CC(C)(C)Oc3ccc(O)cc32)cc1	16%	-9%	-2%	2%	0.0%	12	611	8%	21%	-13%
COc1ccc(N2CCN(c3oc(-c4ccccc4OC)nc3C#N)CC2)cc1	-22%	6%	-6%	-6%	-0.5%	-8	562	1%	13%	-3.4%
CCCCN(CC)C(=O)c1ccc(-c2ccccc2)cc1	3%	-2%	-4%	-5%	7.7%	-2	720	8%	6%	-3.2%
CCCCOc1ccccc1NC(=O)CC1Nc2ccccc2NC1=O (stereo unspecified)	-7%	14%	-5%	-4%	-1.0%	x	x	x	x	-1.4%
CN(CC(=O)Nc1ccccc1Br)C(=O)c1ccccc1-c1nc2ccccc2s1	16%	16%	-2%	-4%	x	12	670	x	x	x
CC(NC(N)=O)C(=O)NCC(=O)OCc1ccccc1 (stereo unspecified)	8%	0%	2%	0%	0.0%	12	708	-1%	6%	-6.6%
Cc1cccc(NC(=O)c2ccc(-c3ccccc3[N+](=O)[O-])o2)c1	-6%	39%	-5%	-7%	1.3%	-1	616	x	x	-8.0%
COc1cccc(-c2nnc(SCC(=O)N3CC(C)CC(C)C3)o2)c1 (stereo unspecified)	21%	0%	3%	-3%	2.2%	x	x	0%	-4%	-0.4%

Two of the compounds above, bar-delimited.
canonical_smiles | HEK293 NOD2/NF-kB | AID2073 | SIAH1 antagonists | LYP inhibition | ER stress rescue | Hep lipid drop | Hep lipid drop cells 6.5 µM | M17LAP inhibition | M1AAP inhibition | XIAP antagonists
CN(CC(=O)Nc1ccccc1Br)C(=O)c1ccccc1-c1nc2ccccc2s1 | 16% | 16% | -2% | -4% | x | 12 | 670 | x | x | x
CCc1nnc(NC(=O)CCC(=O)NCCc2ccc(OC)c(OC)c2)s1 | 10% | 16% | 6% | -4% | -2.2% | 6 | 617 | -15% | 3% | -5.1%

Next entries follow.
SMILES	HEK293 NOD2/NF-kB	AID2073	SIAH1 antagonists	LYP inhibition	ER stress rescue	Hep lipid drop	Hep lipid drop cells 6.5 µM	M17LAP inhibition	M1AAP inhibition	XIAP antagonists
O=c1[nH]c(Cn2nnc(-c3ccccc3)n2)nc2scc(-c3ccccc3)c12	18%	12%	0%	-7%	1.4%	x	x	-9%	-1%	-3.7%
COc1ccccc1C1/C(=C(/O)c2ccc(Cl)cc2)C(=O)C(=O)N1CCN1CCOCC1 (stereo unspecified)	10%	16%	2%	-2%	-0.7%	x	x	9%	0%	-5.8%
Cc1cc(=O)oc(C)c1C(=O)NNC(=O)C1(C)CC1Br (stereo unspecified)	10%	7%	9%	-3%	x	13	643	9%	3%	x
Cc1cc(C)c2c(CC(=O)NCc3ccco3)coc2c1	11%	4%	3%	2%	-2.1%	-16	647	3%	3%	-3.5%
Cc1c(C(=O)O)cnc2cc(-c3ccc(Cl)cc3)nn12	-17%	14%	5%	3%	x	-3	499	-6%	6%	-5.2%
OC(C#CCN1CCCC1)(c1ccccc1)c1cccc(F)c1 (stereo unspecified)	0%	-2%	3%	-6%	-5.9%	-3	670	1%	0%	-8.0%
COc1cccc(CNn2cn[nH]c2=S)c1OCc1ccccc1	5%	-11%	-4%	-4%	-1.0%	x	x	8%	7%	-7.0%
CCC(C)NC(=O)c1ccc(C2SCC(=O)N2Cc2ccccc2)cc1 (stereo unspecified)	1%	-2%	-2%	-7%	2.1%	-6	735	-1%	0%	-12%
CCOc1ccc(NC(=O)c2ccncc2)cc1	10%	-1%	0%	3%	-1.4%	-5	713	4%	4%	-1.9%
